Screening results deposited in PubChem by several laboratories.
DNMT1 inh = inhibitors of human DNMT1 | P26358 | DNMT1 molecular beacon, Hinp1I cleavage, fluorescence | inhibition (reported as % activation of signal), % at 10 µM | actives 0.83% (n = 360,000) | AID 588458; in the data active means inhibition above about 50%
E coli Lon inh = inhibitors of E. coli Lon protease | purified E. coli Lon protease, fluorescence polarization | inhibition, % at 7.94 µM | actives 0.42% (n = 360,000) | AID 602123; in the data active means inhibition above about 13%, passing the limit was not always enough;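 further: 0% = enzyme with probe and DMSO and 100% = no enzyme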
bovine MsrA act = activators of bovine methionine sulfoxide reductase A. purified bovine MsrA, absorbance read-out. activation, % at 10.6 µM. actives 0.3% (n = 360,000). AID 602163; in the data active means activation above about 7.5%;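 further: 0% = vehicle and 100% = reference activator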
NRP1-CendR mod = NRP-1/CendR interaction modulation; FAM-RPARPAR peptide binding to NRP-1, fluorescence polarization; inhibition, % at 25 µM; actives 0.85% (n = 360,000); AID 602438;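 active means inhibition or corrected inhibition above about 18%, plus a signal ratio from 0.5 to 1.5, limit read from the data, passing the limit was not always enough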; further: strong numbers were not always called active
MsrA inh = inhibitors of bovine MsrA. inhibition, % at 15.5 µM. actives 0.75% (n = 360,000). purified bovine MsrA, absorbance read-out. AID 651718; in the data active means inhibition above about 4.5%;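 further: 0% = vehicle wells with enzyme and 100% = reference inhibitor wells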
Tb MetRS inh = Trypanosoma brucei MetRS inhibition | purified T. brucei MetRS, ATP depletion, Kinase-Glo luminescence | inhibition, % at 11.9 µM | actives 0.4% (n = 360,000) | AID 624268;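 active means inhibition above a per-plate cutoff of the control wells' mean inhibition plus 3 SD, cut at about 5.5% in these data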;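 further: 0% = DMSO wells median and 100% = median of wells with control inhibitor compound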
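Test system – parasite MetRS enzyme · Reagent – substrates ATP, L-methionine and bulk Escherichia coli tRNA · Doses – 11.9 µM compound single dose, 0.9% DMSO · Times – 15 min enzyme-compound preincubation, 2 h reaction, 10 min detection, 25 °C · Signal – Kinase-Glo luminescence, ATP depletion format · Controls – DMSO-only wells as low control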
Scp1 inh = inhibitors of human Scp-1 phosphatase | Q9GZU7 | Recombinant Scp1, phosphopeptide, malachite green phosphate absorbance | inhibition, % at 20 µM | actives 0.88% (n = 340,000) | AID 493091;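 active means inhibition above about 50% at 20 µM, limit read from the data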;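 further: plate controls were DMSO wells with enzyme for no effect and wells lacking enzyme for full effect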
Target sequence (Q9GZU7 76-261 limits assumed): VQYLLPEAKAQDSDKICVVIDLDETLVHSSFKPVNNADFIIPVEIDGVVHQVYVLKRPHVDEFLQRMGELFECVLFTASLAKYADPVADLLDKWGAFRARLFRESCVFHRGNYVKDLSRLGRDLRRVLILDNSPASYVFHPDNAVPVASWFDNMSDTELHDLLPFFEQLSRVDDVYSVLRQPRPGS
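Assay system: SCP-1 catalytic fragment, aa 76-261 | Buffer or medium: Tris acetate buffer pH 5.5 with MgCl2 and Tween-20 | Compound: One concentration, 20 µM, with 1.0% DMSO | Also added: Phospho 17-mer peptide substrate | Signal: Absorbance at 630 nm | Incubation: 45 min enzyme reaction at room temperature | Measure: % inhibition of SCP-1 phosphate liberation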
STEP block = blocks human striatal-enriched tyrosine phosphatase; recombinant STEP, OMFP fluorogenic substrate, fluorescence; inhibition, % at 20 µM; actives 0.25% (n = 360,000); AID 588621;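 active means inhibition at 20 µM, scaled per plate between control wells, above about 37%, limit read from the data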;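 further: 0% = DMSO with enzyme and substrate and 100% = substrate only without enzyme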
Target sequence (P54829 whole entry, looked up): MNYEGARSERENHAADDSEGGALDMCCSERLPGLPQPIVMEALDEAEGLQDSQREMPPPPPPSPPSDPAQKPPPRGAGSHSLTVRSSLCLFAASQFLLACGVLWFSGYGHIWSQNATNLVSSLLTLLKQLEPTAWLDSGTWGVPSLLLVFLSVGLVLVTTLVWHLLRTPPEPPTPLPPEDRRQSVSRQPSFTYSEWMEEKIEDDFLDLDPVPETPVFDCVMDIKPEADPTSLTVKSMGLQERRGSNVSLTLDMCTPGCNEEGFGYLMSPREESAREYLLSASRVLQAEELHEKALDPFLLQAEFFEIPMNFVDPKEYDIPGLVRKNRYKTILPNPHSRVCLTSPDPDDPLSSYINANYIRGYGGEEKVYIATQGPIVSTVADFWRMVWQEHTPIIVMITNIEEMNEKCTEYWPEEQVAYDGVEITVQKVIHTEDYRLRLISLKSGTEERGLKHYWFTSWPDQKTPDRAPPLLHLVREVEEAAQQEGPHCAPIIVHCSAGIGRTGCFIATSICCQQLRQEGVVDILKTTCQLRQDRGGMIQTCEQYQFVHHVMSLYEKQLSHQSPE
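Material: STEP (striatal-enriched tyrosine phosphatase) enzyme, cell-free | Medium: 50 mM Bis-Tris pH 6.0 with 2.5 mM DTT and 0.005% Tween 20 | Read-out: Percent inhibition scaled to no-enzyme and uninhibited-enzyme controls, plate-pattern corrected | Signal: Fluorescence read at 480 nm ex / 540 nm em | Times: 20 min reaction, room temperature, in the dark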
LMPTP block = LMPTP (human) inhibition | actives 0.22% (n = 360,000) | recombinant LMPTP-A, OMFP fluorogenic substrate, fluorescence intensity | P24666 | inhibition, % at 20 µM;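 active means compounds that cut the enzyme signal by at least half of the control window in the single-dose screen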;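 further: plate controls were DMSO wells with enzyme plus substrate for no effect and substrate without enzyme for full effect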
Target sequence (P24666 whole entry, looked up): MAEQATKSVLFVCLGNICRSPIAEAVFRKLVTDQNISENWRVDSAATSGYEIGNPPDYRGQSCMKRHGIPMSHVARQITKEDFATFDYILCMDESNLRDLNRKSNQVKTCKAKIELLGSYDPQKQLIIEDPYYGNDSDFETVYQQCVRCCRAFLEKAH
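Material: LMPTP-A; amount: 0.625 nM enzyme; doses: single 20 µM dose; times: reaction 50 min, room temperature, dark; technique: fluorescence intensity of OMFP turnover product; benchmarks: no-enzyme and uninhibited controls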
SUMO1 PPI mod = alters human SUMO1 binding to SIM partners; SUMO1 binding to a labelled peptide, TR-FRET, 1 h; actives 0.33% (n = 360,000); AID 602429; inhibition, % at 20 µM; P63165; in the data active means inhibition above about 37%
Target sequence (P63165 whole entry, looked up): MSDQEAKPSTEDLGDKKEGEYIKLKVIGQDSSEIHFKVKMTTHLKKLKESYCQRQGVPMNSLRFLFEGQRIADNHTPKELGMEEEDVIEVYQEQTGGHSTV
An asterisk follows results filed as active; / = not tested or not shown.

#	SMILES	DNMT1 inh	E coli Lon inh	bovine MsrA act	NRP1-CendR mod	MsrA inh
1	CC1CCCC(NC(=O)COC(=O)c2cccc(S(=O)(=O)N3CCCCC3)c2)C1C (stereo unspecified)	7	-4	0	13	-0.2
2	CCOc1ccccc1NC(=O)CCc1nnc2ccc(N3CCC4(CC3)OCCO4)nn12	4	0	-3	14	-0.7
3	O=C(Nc1cc(C(F)(F)F)ccc1-n1cncn1)C1CC1	-2	-9	-3	4	0.7
4	CNC(=O)CSCc1cnn(-c2ccccc2)c1-n1cccc1	-1	2	-1	-9	0.5
5	COc1cc(NC(=O)c2ccc(-c3cccnc3)c3ccoc23)cc(OC)c1OC	1	-9	-3	-9	1.3
6	O=C(NN=Cc1ccccc1O)C(O)c1ccccc1 (stereo unspecified)	-8	-22	1	-12	-0.2
7	CC(=O)Nc1ccc(NC(=O)c2c(C)nn(-c3ccccc3)c2Cl)cc1C	0	-4	2	6	-1.4
8	C=CCN(c1ccccc1)S(=O)(=O)c1cccc(C(=O)Nc2nnc(SCC)s2)c1	-1	-3	-8	-7	0.2
9	O=C(NC1CCN(S(=O)(=O)c2cccc([N+](=O)[O-])c2)CC1)C1CCCCC1	-2	7	1	4	0.5
10	CC(=O)C(Sc1ccc2nnc(-c3ccncc3)n2n1)C(C)=O	3	0	-2	17	0.3
11	CCOC(=O)C1CCN(C(=O)CC2(CC(=O)O)CCCC2)CC1	0	-4	-2	2	-1.9
12	COc1ccccc1NC(=O)c1ccc(C(=O)c2ccccc2)o1	-2	-3	-5	3	0.8
13	CCCCNC(=S)Nc1cccc(S(=O)(=O)NC2=NCCC2)c1	3	-5	-8	15	0.4
14	Cc1ccc(OCC(=O)N2CCN(c3ccc([N+](=O)[O-])c(N4CCOCC4)c3)CC2)cc1	2	0	-7	-4	1.6
15	COc1ccc(CCNC(=O)CSc2nc(C)nc3c2oc2ccccc23)cc1OC	0	-1	-2	-1	-0.9

#	Tb MetRS inh	Scp1 inh	STEP block	LMPTP block	SUMO1 PPI mod
1	0.5	-15	2	-1.3	0
2	0.4	5	-1	-0.8	-3
3	-0.1	-7	0	-1.0	-2
4	-0.7	-8	-3	-1.3	6
5	0.0	/	-1	2.2	1
6	0.1	-18	-4	0.0	1
7	0.0	-1	0	-2.0	2
8	-0.7	-5	1	0.3	8
9	-0.7	3	0	5.4	-1
10	-0.4	-13	4	0.9	-4
11	-0.2	-2	1	1.3	1
12	-0.3	-15	-4	0.7	-22
13	-0.5	-2	3	-0.2	5
14	-0.8	-3	2	0.8	-26
15	-0.5	-6	-4	-1.4	3

2 of the compounds above, bar-delimited:
nr | Compound | DNMT1 inh | E coli Lon inh | bovine MsrA act | NRP1-CendR mod | MsrA inh | Tb MetRS inh | Scp1 inh | STEP block | LMPTP block | SUMO1 PPI mod
1 | CC1CCCC(NC(=O)COC(=O)c2cccc(S(=O)(=O)N3CCCCC3)c2)C1C (stereo unspecified) | 7 | -4 | 0 | 13 | -0.2 | 0.5 | -15 | 2 | -1.3 | 0
2 | CCOc1ccccc1NC(=O)CCc1nnc2ccc(N3CCC4(CC3)OCCO4)nn12 | 4 | 0 | -3 | 14 | -0.7 | 0.4 | 5 | -1 | -0.8 | -3

Next section.
#	SMILES	DNMT1 inh	E coli Lon inh	bovine MsrA act	NRP1-CendR mod	MsrA inh
16	CCC(=O)Nc1ccc(Cl)c(NC(=S)NC(=O)COc2ccc(Cl)cc2)c1	8	-7	-2	-4	0.2
17	CCOc1ccc(CC(=O)NNC(=S)NC)cc1	-5	-7	1	5	2.3
18	C#CCOCCOCCOCCNc1nc(N2CCOCC2)nc(N2CCN(C(=O)[C@H](CCCCN)n3cc(CN)nn3)CC2)n1	-38	-7	-2	17	0.9
19	COCCNC(=O)C1(C)CCCN(C(=O)c2ccco2)C1 (stereo unspecified)	3	7	0	5	0.4
20	COc1ccc(NC(=O)Cn2cnc3c(cnn3-c3ccc(C)c(C)c3)c2=O)c(OC)c1	10	-4	2	0	-0.3
21	CCOC(=O)C[C@H]1c2ccccc2S(=O)(=O)N1Cc1cc(OC)c(OC)c(OC)c1	11	25	-5	21	0.3
22	Cc1oc2ccc(OCC(N)=O)cc2c1C(=O)OC(C)C	-2	-3	-8	28*	-1.1
23	O=C(OCC(=O)c1cccc2ccccc12)c1ccc(CO)cc1	-5	-11	0	3	-0.4
24	CCOc1cc(CN2CCN(Cc3ccc(C)o3)C(CCO)C2)ccc1OC (stereo unspecified)	2	7	-8	13	0.7
25	CCSC1=C(C#N)C(CC(C)C)C2=C(CCCC2=O)N1 (stereo unspecified)	-3	-15	-1	-7	0.0
26	C[C@H](NC(=O)C1CC(=O)N(c2ccc(F)cc2)C1)C(=O)N1CCCCC1 (stereo partly specified)	0	20*	-8	-4	0.0
27	Cc1ccc(NC(=O)NCCSc2ccc(C)cc2)cc1	-2	4	-1	7	0.8
28	CCCNC(=O)CCC(NS(=O)(=O)c1ccc(C)cc1)C(=O)NCCC (stereo unspecified)	10	3	-12	-2	0.5
29	COc1ccc(NC(=O)CN(C)C(=O)/C=C/c2ccc(OCc3ccccc3)cc2)cc1	9	19*	-2	-6	0.7
30	CCCCC(=O)Nc1nnc(SCC(=O)NC2CCCC2)s1	3	-8	-2	-5	-0.7

#	Tb MetRS inh	Scp1 inh	STEP block	LMPTP block	SUMO1 PPI mod
16	0.9	-12	2	1.6	6
17	0.2	-4	-2	-0.9	0
18	-0.2	-6	-3	-7.8	-160
19	-0.1	/	-4	-0.5	2
20	0.1	4	0	1.7	3
21	-0.3	-6	2	-2.2	-50
22	-2.9	5	-1	0.0	-1
23	0.0	-15	0	0.9	-23
24	-0.6	-2	-2	-1.8	7
25	0.4	-16	-2	-0.4	-8
26	0.4	8	-2	1.3	7
27	0.6	-17	-3	2.6	-1
28	-1.5	-5	1	-2.3	-1
29	0.0	-7	0	0.3	-6
30	-0.5	3	-2	-1.8	0

(further entries)
#	SMILES	DNMT1 inh	E coli Lon inh	bovine MsrA act	NRP1-CendR mod	MsrA inh
31	Cc1cccc(C)c1NC(=O)Cn1cc(C=O)c2ccccc21	5	6	-13	1	-0.8
32	NC(=O)c1cn(-c2ccccc2)nc1-c1cc2ccccc2oc1=O	-2	-2	-2	-9	4.4
33	O=C(NCC1COCCO1)c1cc(COc2c(F)cccc2F)on1 (stereo unspecified)	0	3	-9	0	2.4
34	COc1cccc(COC(=O)c2ccc3c(c2)NC(=O)C(C)S3)c1OC (stereo unspecified)	-2	1	-7	1	-0.3
35	CC12CCC(C/C1=N/O)C2(C)CBr (stereo unspecified)	1	-5	-2	-10	0.1
36	CCOC(=O)CNC(=O)c1sc2ncnc(N3CCc4ccccc4C3)c2c1C	-3	-4	-1	-2	/
37	O=C(COc1ccc(Br)cc1)Nc1ccc(-c2nnc(-c3ccco3)o2)cc1	16	2	4	-2	-0.6
38	CC(=O)Nc1cccc(NC(=O)CCCC(=O)O)c1	-2	-7	0	5	-0.3
39	O=C(CSc1nnc(-c2cccnc2)n1CCc1ccccc1)N1CCCCC1	3	0	0	7	0.9
40	Cc1ccc(C(=O)NC2CCCCNC2=O)cc1 (stereo unspecified)	1	3	-4	0	0.0
41	Cc1ccc2c(c1)cc(C(=O)NCc1ccccc1)n2C	0	8	-10	1	0.1
42	CC(NC(=O)C1CCN(C(=O)c2ccc(F)cc2)CC1)c1ccc(-n2ccnc2)cc1 (stereo unspecified)	-2	7	3	6	0.5
43	CC1CCCN(c2c3c(nc4ccccc24)CCCC3)C1 (stereo unspecified)	2	5	-5	-1	0.6
44	Cc1ccc(NC(=O)OCCN2CCN(S(=O)(=O)c3ccc(C)cc3)CCC2=O)cc1	0	-9	-4	3	-1.1
45	C#CCOCCOCCOCCNc1nc(N2CCN(C(=O)[C@H](C(C)C)n3cc(CCO)nn3)CC2)nc(N2CCN(C(=O)[C@H](C(C)C)n3cc(CCO)nn3)CC2)n1	-1	3	-3	15	0.8
46	CCN1/C(=C2/SC(=S)N(NC(C)=O)C2=O)Sc2ccc(Cl)cc21	5	-19	-2	-27	0.1
47	CCCCc1c(-c2ccc(OC)c(OC)c2)ncn1CCc1ccccc1OC	/	-5	-2	-1	0.1

#	Tb MetRS inh	Scp1 inh	STEP block	LMPTP block	SUMO1 PPI mod
31	-1.5	6	-6	0.0	5
32	0.3	-8	0	-1.6	-17
33	-0.8	-1	-1	-2.2	-4
34	0.0	1	-1	0.4	1
35	-0.1	-11	2	1.1	3
36	0.4	5	-2	-0.2	4
37	0.3	-2	0	1.3	2
38	-0.4	3	1	-1.0	5
39	-0.5	-8	1	-1.2	-4
40	1.4	-3	-2	-1.1	4
41	-0.9	9	2	-3.2	-3
42	-0.3	-8	-2	-3.3	-2
43	-1.3	4	0	17	-2
44	-0.1	-11	1	1.9	-5
45	-0.3	-4	-1	-0.8	6
46	-0.2	1	-3	1.8	-24
47	-0.1	/	/	2.0	7

A second format for part of the listing above:
(35) CC12CCC(C/C1=N/O)C2(C)CBr (stereo unspecified)
(32) NC(=O)c1cn(-c2ccccc2)nc1-c1cc2ccccc2oc1=O
(38) CC(=O)Nc1cccc(NC(=O)CCCC(=O)O)c1
(44) Cc1ccc(NC(=O)OCCN2CCN(S(=O)(=O)c3ccc(C)cc3)CCC2=O)cc1
(31) Cc1cccc(C)c1NC(=O)Cn1cc(C=O)c2ccccc21
(47) CCCCc1c(-c2ccc(OC)c(OC)c2)ncn1CCc1ccccc1OC

Screen / compound no.	35	32	38	44	31	47
DNMT1 inh	1	-2	-2	0	5	/
E coli Lon inh	-5	-2	-7	-9	6	-5
bovine MsrA act	-2	-2	0	-4	-13	-2
NRP1-CendR mod	-10	-9	5	3	1	-1
MsrA inh	0.1	4.4	-0.3	-1.1	-0.8	0.1
Tb MetRS inh	-0.1	0.3	-0.4	-0.1	-1.5	-0.1
Scp1 inh	-11	-8	3	-11	6	/
STEP block	2	0	1	1	-6	/
LMPTP block	1.1	-1.6	-1.0	1.9	0.0	2.0
SUMO1 PPI mod	3	-17	5	-5	5	7
